TRPC4 inh: inhibitors of mouse TRPC4 channel, primary screen, Fluo4 calcium, HEK293 TRPC4beta/mu-opioid cells; Short transient receptor potential channel 4 (Mus musculus), Q9QUQ5; DAMGO-evoked Fluo4 calcium flux; hits give low values; B-score at 10 µM; actives 0.39% (n = 300,000); AID 2247, 2010;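 active = B-score over 3 SD under the library average, no early fluorescence shift, positive overall ratio signal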
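Assay system: HEK293 cells with stable TRPC4beta plus mu-opioid receptor expression. Dosing: single dose. Measured by: Fluo4 Ca2+ flux fluorescence. Also added: DAMGO in two steps, submaximal then maximal. Read-out: B score from integrated Fluo4 fluorescence ratio.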
TRPC4 PAM: positive allosteric modulators of TRPC4, primary screen, cell-based, mouse TRPC4beta, HEK293 mu-opioid, Fluo-4 calcium; actives 0.42% (n = 310,000); Short transient receptor potential channel 4 (Mus musculus), Q9QUQ5; B-score at 10 µM; DAMGO EC20, Fluo-4 Ca2+ flux; hits give high values;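 active = B-score of calcium response area above 5 SD of library B-scores, with initial fluorescence ratio within 5 SD of library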;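 also: B-score of integrated fluorescence ratio over time as area under calcium response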
AI-2 QS modul: Vibrio harveyi AI-2 quorum sensing modulators, primary screen, JMH597 strain, luminescence/OD600 ratio; Vibrio harveyi JMH597 AI-2 luminescence/OD600 ratio, 9 h; hits give low values; strain lacks LuxN and CqsS sensors; 0 = neutral-control median; activity change, % at 7.5 µM; AID 2094, 2009; actives 0.4% (n = 300,000); in the data active = activity change below about -75%, passing the limit was not always enough; inconclusive = no clear call, values can overlap the other calls;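 also: luminescence divided by OD600 gain over 9 h not by final OD600 alone; inactives centre near 13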
MrgX1 antagonist: antagonists of human MrgX1 receptor, primary screen, HEK293 cells, Fluo-4 calcium flux. Mas-related G-protein coupled receptor member X1 (Homo sapiens), Q96LB2. BAM8-22 antagonism; hits give low values. B-score at 10 µM. actives 1.3% (n = 310,000). AID 588676, 2011;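 active = calcium-response B-score plate-corrected more than 3 library SD below zero, starting fluorescence within 5 deviations, no agonist response on first addition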;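 also: peak minus trough fluorescence over baseline after final BAM8-22 challenge near maximal dose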
Target sequence (Q96LB2 whole entry, looked up): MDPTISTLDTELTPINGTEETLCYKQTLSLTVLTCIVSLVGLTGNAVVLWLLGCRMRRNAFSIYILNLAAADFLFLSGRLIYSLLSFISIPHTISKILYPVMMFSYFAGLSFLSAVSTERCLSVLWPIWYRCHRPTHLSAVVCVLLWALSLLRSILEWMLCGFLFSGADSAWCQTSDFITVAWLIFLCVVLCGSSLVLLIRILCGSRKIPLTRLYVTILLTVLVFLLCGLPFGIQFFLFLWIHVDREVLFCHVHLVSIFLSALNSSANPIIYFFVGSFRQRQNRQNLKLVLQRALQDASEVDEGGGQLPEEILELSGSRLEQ
TRPC6 inh: mouse TRPC6 channel inhibitors, primary screen, cell-based, HEK293, membrane potential dye; ACh-evoked depolarization; hits give low values; actives 1.1% (n = 310,000); B-score at 10 µM;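 active = B-score under library mean minus 3 SD, initial fluorescence not abnormally high, positive integrated signal ratio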;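 also: B-score derived from integrated fluorescence ratio over the kinetic read; more negative B-score means stronger inhibition of depolarization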
MrgX1 ag: agonists of human MrgX1 receptor, primary screen, HEK293 cells, Fluo-4 calcium flux; Mas-related G-protein coupled receptor member X1 (Homo sapiens), Q96LB2; Fluo-4 calcium fluorescence, agonist mode; hits give high values; B-score at 10 µM; actives 0.44% (n = 310,000); AID 588627, 2011;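 active = calcium response B-score plate-corrected fluorescence ratio at least 3 library SD, with starting fluorescence B-score inside 5 SD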
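Material: MrgX1-expressing HEK293 cells; input: 15,000 cells per well; doses: test compound given as first of three sequential additions; schedule: overnight plating before 1 h dye loading; technique: Fluo-4 NW calcium-flux fluorescence, kinetic read; evaluation: baseline-normalised fluorescence change ratio, B-scored; control set: plate-wise positive and negative controls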
TRPC4 agonist: activators of mouse TRPC4 channel, primary screen, Fluo4 calcium, HEK293 TRPC4beta/mu-opioid cells. Short transient receptor potential channel 4 (Mus musculus), Q9QUQ5. Fluo4 calcium fluorescence; hits give high values. B-score at 10 µM. actives 0.49% (n = 310,000);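 active = B-score above 5 SD of library B-scores, and initial fluorescence ratio not above library mean plus 5 SD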;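 also: positive B-score marks a calcium rise read as TRPC4 activation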
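system = HEK293 cells stably co-expressing mouse TRPC4beta and mu-opioid receptor | schedule = Fluo4 dye loading 45 min at room temperature, 110 s recording | measure = B-scored integrated calcium fluorescence ratio | signal = Fluo4 calcium-sensitive dye fluorescence, kinetic, 1 Hz baseline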
PolyA inhibitor: polyadenylation inhibitors in yeast reporter cells, primary screen, luminescence, S. cerevisiae. AID 1875, 2009. actives 0.02% (n = 300,000). calls only at 12 µM. S. cerevisiae SKY197-pL101 polyadenylation reporter, beta-gal luminescence; efflux-impaired pdr1/pdr3 knockout yeast; score 100 = 6 SD above DMSO;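 active = lowest replicate activity score at least 50, where 100 means six control SD above control mean; inconclusive = lowest score under 50 but half or more replicates reach 50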;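 also: yeast exposed to compound for 9 h at 30 °C; higher score means more reporter readthrough which indicates perturbed polyadenylation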
HIF activator: HIF pathway transcriptional activators, primary screen, cell-based, U2OS HRE-luciferase, luminescence. U2OS HRE-luciferase reporter; normalized: DMSO 0%, desferrioxamine 100%. activation, % at 7.5 µM (by protocol). actives 0.32% (n = 300,000);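 active = mean activation of at least 10% of the iron chelator positive control signal, with at least half of replicates also reaching 10%; inconclusive = mean and replicate majority disagree about reaching 10%; inactive = mean and most replicates under 10%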
MrgX1 PAM: positive allosteric modulators of MrgX1, primary screen, HEK293 cells, Fluo-4 calcium flux | Mas-related G-protein coupled receptor member X1 (Homo sapiens), Q96LB2 | FDSS; hits give high values | B-score at 10 µM | actives 0.63% (n = 310,000) | AID 588675, 2011;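 active = plate-corrected calcium response at least 3 library SD above typical, normal starting fluorescence, not activating the receptor alone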;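 also: compound read alongside a low EC10 to EC30 dose of BAM8-22 agonist; peak minus trough fluorescence over baseline measured at the second addition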
TRPC6 activator: mouse TRPC6 channel activators, primary screen, cell-based, HEK293, membrane potential dye | actives 0.13% (n = 310,000) | Short transient receptor potential channel 6 (Mus musculus), Q61143 | AID 2550, 2010 | HEK293-TRPC6 membrane potential dye fluorescence; hits give high values | B-score at 10 µM;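 active = B-score of the integrated fluorescence ratio above library mean plus 3 SD, and starting fluorescence ratio within library mean plus 5 SD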;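 also: higher score means more depolarization so channel activation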
Starred values were filed as active, the others as inactive; i = inactive; ? = inconclusive; . = not tested or not shown.

SMILES | TRPC4 inh | TRPC4 PAM | AI-2 QS modul | MrgX1 antagonist | TRPC6 inh | MrgX1 ag | TRPC4 agonist | PolyA inhibitor | HIF activator | MrgX1 PAM | TRPC6 activator
Cc1ccn2cc(CCNS(=O)(=O)c3ccc(F)c(C(F)(F)F)c3)nc2c1 | i | i | 1.4 | i | i | i | i | i | 0.2 | i | i
Cc1cc(C)n(CC(O)COc2ccccc2[N+](=O)[O-])n1 (stereo not given) | i | i | 16.1 | i | i | i | i | i | 0.5 | i | i
Cc1ccccc1N=CC1=C(O)c2ccccc2C1=O | i | i | 16.0 | i | i | i | i | i | -5.7 | i | i
CC1CCCC(C)N1C(=O)Cn1cc(C#N)c2ccccc21 (stereo not given) | i | i | 6.7 | i | i | i | i | i | 0.1 | i | i
O=C(NCC(=O)N1CCN(S(=O)(=O)c2cccc(F)c2)CC1)c1ccc(Br)o1 | i | i | 48.6 | i | i | i | i | i | 0.0 | i | i
CC#CC[N+](C)(C)CC(=O)c1ccccc1 | i | i | 33.9 | i | i | i | i | i | 0.1 | i | i
Fc1ccccc1Cc1noc(CN2CCC(OCc3cccnc3)CC2)n1 | i | i | 0.7 | i | i | i | i | i | 0.2 | i | i
Cc1cc(=O)oc2cc3c(cc12)OCCO3 | i | i | 12.8 | i | i | i | i | i | 0.0 | i | i
Cc1cc(NC(=O)CSc2nccn2-c2ccc(Cl)cc2)no1 | i | i | 24.7 | i | i | i | i | i | 0.4 | i | i
COCCCN1C(=O)C(=O)/C(=C(/O)c2ccc(OC(C)C)cc2)C1c1ccc(O)c(OC)c1 (stereo not given) | i | i | 19.0 | i | i | i | i | i | 0.0 | i | i
O=C(CSc1nnc(-c2cccs2)n1CC1CCCO1)N1CCCC1 (stereo not given) | i | i | -0.6 | i | i | i | i | i | -0.4 | i | i
CC(=O)Nc1cc(C(F)(F)F)ccc1OCC1CCCO1 (stereo not given) | i | i | 23.0 | i | i | i | i | . | . | i | i
O=C(Nc1ccccc1C(=O)NC1CCCC1)NC1CCCC1 | i | i | 23.1 | i | i | i | i | i | 0.3 | i | i
CC(=O)Nc1ccc(S(=O)(=O)N2CCN(c3cc(C)nc4ccccc34)CC2)cc1 | i | i | 6.6 | i | -7.75* | i | i | i | -0.5 | i | i
COC(=O)c1sc(NC(=O)CCCn2nc([N+](=O)[O-])cc2C)c(C(=O)OC)c1C | i | i | 10.8 | -6.13* | i | i | i | i | -0.3 | i | i
Cc1ccc2nc(N(CCCN(C)C)C(=O)c3ccc(S(=O)(=O)N(C)C)cc3)sc2c1 | i | i | 30.1 | i | i | i | i | i | -2.2 | i | i
Fc1ccc(CSc2nnc(-c3ccco3)o2)cc1 | i | i | ? | i | i | i | i | i | 2.2 | i | i
COc1ccc(CCNC(=O)c2ccnc(C(C)(C)C)c2)cc1OC | i | i | 9.9 | i | i | i | i | i | 0.7 | i | i
O=C1CC(CSc2ccc(Cl)cc2)=NN1 | i | i | 41.7 | i | i | i | i | i | -1.0 | i | i
Cc1cc(C)cc(OC(C)C(=O)Nc2ccc3c(c2)n(C)c(=O)n3C)c1 (stereo not given) | i | i | 18.5 | i | i | i | i | i | -1.3 | i | i
Nc1nnc(-c2ccncc2)s1 | i | i | 12.2 | i | i | i | i | i | -0.2 | i | i
O=c1[nH]c(N2CCc3ccccc3C2)nc2c1CCC2 | i | i | 8.6 | i | i | i | i | i | -0.1 | i | i
COc1ccc(/C=N/NC(=O)c2cccc([N+](=O)[O-])c2)cc1OS(=O)(=O)c1ccc(C)cc1 | i | i | 15.2 | i | i | i | i | i | 0.5 | i | i
Nc1c(-c2cccc(Cl)c2)cnc2c(-c3ccccc3)cnn12 | i | i | 15.7 | i | i | i | i | i | -16.3 | i | i
Cc1ccc([N+](=O)[O-])c(OCCCN2CCC(Cc3ccccc3)CC2)c1 | i | i | 14.4 | i | -5.17* | i | i | i | -5.5 | i | i
CCN(CC)C(=O)CSc1nnc(-c2cc3ccccc3cc2O)n1CC | i | i | 28.4 | i | i | i | i | i | 0.1 | i | i
CN1C(=O)N(S(=O)(=O)c2ccc(F)c(F)c2F)C(=O)C1(C)C | i | i | 2.0 | i | i | i | i | i | -0.2 | i | i
CCCCCCCCNC(=O)CCNC(=O)c1ccc(C(C)(C)C)cc1 | i | i | 31.8 | i | i | i | i | i | -0.3 | i | i
CN(C)CCN1C(=O)C(=O)/C(=C(/O)c2ccc3c(c2)OCCO3)C1c1ccccn1 (stereo not given) | i | i | 8.2 | i | i | i | i | i | 1.7 | i | i
Cc1cccc(-n2nc(C(=O)Nc3ccccc3)n3c(=O)cc(-c4ccccc4)nc23)c1 | i | i | 22.2 | i | i | i | i | i | -0.2 | i | i
Cc1cccc(CCNC(=O)CCc2nc(-c3ccccc3F)no2)c1 | i | i | 28.1 | i | i | i | i | i | -0.6 | i | i
Cc1ccsc1/C=N/Nc1ccc(F)cc1F | i | i | -8.0 | i | i | i | i | i | 3.7 | i | i
C/C(=N\NC(=O)c1ccc(N)cc1)C1CC1 | i | i | 17.3 | i | i | i | i | i | 0.5 | i | i
Cc1ccc(C(=O)Nc2scc(-c3ccccc3)c2C(=O)O)cc1 | i | i | 29.2 | i | i | i | i | i | 1.7 | i | i
COc1cc(C(=O)N(Cc2cccnc2)Cc2cc3cc4c(cc3[nH]c2=O)OCCO4)cc(OC)c1OC | i | i | 23.6 | i | i | i | i | i | -0.4 | i | i
COc1ccc(N(CC(=O)NCCSCc2ccc(Cl)cc2)S(C)(=O)=O)cc1Cl | i | i | 0.8 | i | i | i | i | i | -0.4 | i | i
COc1ccc(OC)c(S(=O)(=O)NCC(=O)O)c1 | i | i | 19.4 | i | i | i | i | i | 0.5 | i | i
Cc1ccc(C(C)(C)NC(=O)C2CCC(=O)N(CC3CCCCC3)C2)cc1 (stereo not given) | i | i | -0.8 | i | i | i | i | i | 0.3 | i | i
CC(C)CNC(=O)N1c2ccccc2Sc2ccccc21 | i | i | 11.1 | i | i | i | i | i | -0.4 | i | i
COc1ccc(Cc2nnc(NC(=O)c3cc(OC)c(OC)c(OC)c3)s2)cc1OC | i | i | 10.6 | i | i | i | i | i | -0.5 | i | i
COc1ccc(C(=O)CN2CCN(c3ncccn3)CC2)cc1 | i | i | -0.4 | i | i | i | i | i | -1.0 | i | i
CC(=O)Nc1ccc(C(=O)OCC(=O)c2ccc(C)c([N+](=O)[O-])c2)cc1 | i | i | -47.2 | i | i | i | i | i | -0.5 | i | i
Nc1nc(Nc2ccccc2F)nc(NC2CCCCC2)c1[N+](=O)[O-] | i | i | 40.0 | i | i | i | i | i | -5.0 | i | i
COc1ccc(CN(CC(=O)NC2CCCC2)C(=O)CN2C(=O)COc3ccccc32)cc1 | i | i | -9.5 | i | i | i | i | i | 1.4 | i | i
Cc1ccc(C)c(N2CCN(Cc3nnnn3C3CCCCC3)CC2)c1 | i | i | 23.6 | i | i | i | i | i | 0.0 | i | i
C/C(=N/NS(=O)(=O)c1ccccc1)c1ccc(NC(=O)C2CC2)cc1 | i | i | 7.7 | i | i | i | i | i | 0.3 | i | i
O=C(C1=NNCC1c1ccc(Cl)cc1)C1CO1 (stereo not given) | i | i | 15.4 | . | i | . | i | i | -0.3 | . | i
O=C(Cc1ccccc1F)Nc1ccc(SC(F)F)cc1 | i | i | -83.4* | i | i | i | i | i | 1.1 | i | i
Cc1cc(NC(=O)CSc2ncccc2C(=O)O)no1 | i | i | 16.2 | i | i | i | i | i | 0.2 | i | i
CC1CCCN(C(=O)c2sc3cc([N+](=O)[O-])ccc3c2Cl)C1 (stereo not given) | i | i | 35.1 | i | i | i | i | i | 0.0 | i | i
Cc1ccccc1-n1cc(CNC(=O)CC2C(=O)NCCN2C/C=C/c2ccccc2)cn1 (stereo not given) | i | i | 16.9 | i | i | i | i | i | 0.2 | i | i
Cn1c(=O)n(CCc2ccccc2)c(=O)c2c1nc1n2CCCN1c1ccccc1 | i | i | 30.7 | i | i | i | i | i | 0.2 | i | i
COC(=O)c1ccc2c(=O)n(CCCCCC(=O)O)c(=O)[nH]c2c1 | i | i | 10.5 | i | i | i | i | i | -1.6 | i | i
CCC(=O)N(Cc1cc2c(C)cc(C)cc2[nH]c1=O)C1CCCCC1 | i | i | 6.7 | i | i | i | i | i | 0.0 | i | i
CC(=O)c1ccc(OCCn2c(SCC(=O)O)nc3ccccc32)cc1 | i | i | 13.5 | i | i | i | i | i | 0.5 | i | i
O=C(Nc1ccc(Cl)cc1)Nc1ccccc1Sc1ncc([N+](=O)[O-])s1 | i | i | 40.9 | i | i | i | i | i | 4.1 | i | i
COCCNC(=S)N/N=C/c1ccc(OCc2ccc(C(=O)OC)cc2)cc1 | i | i | 31.4 | i | i | i | i | i | 0.9 | i | i
C=CCOc1c(Br)cc(C2C3=C(CCCC3=O)N(C)C3=C2C(=O)CCC3)cc1OCC | i | i | 4.3 | i | i | i | i | i | 0.8 | i | i
CSc1nc2ccccc2n1CC(=O)Nc1cc(C(F)(F)F)ccc1N1CCOCC1 | i | i | 11.8 | i | i | i | i | i | 0.1 | i | i
CCCCC(CCC(=O)Nc1cc([N+](=O)[O-])ccc1O)C(=O)O (stereo not given) | i | i | -14.1 | i | i | i | i | i | -0.1 | i | i

Some of the compounds tested; the hit share may differ from the screen's.
